ERAP1 HTS inh = inhibitors of human ERAP1 aminopeptidase | recombinant ERAP1, Leu-AMC fluorescence, 60 min | inhibition, % at 10.7 µM | actives 0.15% (n = 340,000);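 active means mean replicate inhibition of at least 30%, or all replicates individually reaching that 30% level; inactive means mean below 30% and not every replicate reaching it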;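 further: 0% = neutral control wells and 100% = L-leucinethiol positive control wells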
Target sequence (Q9NZ08 whole entry, looked up): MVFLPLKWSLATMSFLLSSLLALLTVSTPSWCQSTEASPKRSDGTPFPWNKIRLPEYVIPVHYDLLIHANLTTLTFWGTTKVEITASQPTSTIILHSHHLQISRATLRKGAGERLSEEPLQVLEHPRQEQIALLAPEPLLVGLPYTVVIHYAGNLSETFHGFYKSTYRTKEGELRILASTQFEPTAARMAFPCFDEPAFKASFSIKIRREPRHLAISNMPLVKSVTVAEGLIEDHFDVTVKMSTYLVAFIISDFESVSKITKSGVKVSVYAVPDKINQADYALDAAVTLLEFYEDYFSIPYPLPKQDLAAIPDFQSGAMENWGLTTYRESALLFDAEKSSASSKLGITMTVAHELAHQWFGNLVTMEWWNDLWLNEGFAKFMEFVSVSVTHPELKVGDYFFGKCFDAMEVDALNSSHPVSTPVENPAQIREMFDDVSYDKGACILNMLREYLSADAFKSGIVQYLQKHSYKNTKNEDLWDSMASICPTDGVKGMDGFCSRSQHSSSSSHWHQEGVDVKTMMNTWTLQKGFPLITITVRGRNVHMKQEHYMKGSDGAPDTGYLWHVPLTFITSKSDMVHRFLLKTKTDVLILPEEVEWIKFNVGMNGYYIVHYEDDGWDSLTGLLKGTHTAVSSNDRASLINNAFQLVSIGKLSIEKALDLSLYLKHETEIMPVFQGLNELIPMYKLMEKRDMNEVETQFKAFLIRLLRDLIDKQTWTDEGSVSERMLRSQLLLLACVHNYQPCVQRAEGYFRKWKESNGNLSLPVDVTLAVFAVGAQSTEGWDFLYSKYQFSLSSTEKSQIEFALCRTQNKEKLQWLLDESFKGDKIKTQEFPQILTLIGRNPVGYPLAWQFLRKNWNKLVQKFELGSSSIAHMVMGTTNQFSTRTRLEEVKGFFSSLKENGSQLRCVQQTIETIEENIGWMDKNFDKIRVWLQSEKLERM
Casp6 inh = inhibitors of human caspase-6; inhibition, % at 12.5 µM; actives 0.53% (n = 350,000); P55212; purified caspase-6, Z-VEID-R110 cleavage fluorescence;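 active means mean inhibition across replicates at least about 35%, with every replicate also reaching that limit, limit read from the data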;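 further: 0% = median of neutral control wells and 100% = no fluorescence left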
miR-122 sensor = blocks miR-122 activity in Huh7 sensor cells | actives 0.3% (n = 340,000) | Huh7 miR-122 Renilla luciferase sensor, 48 h; neutral wells = 0, positive control = 100 | activation (reporter increase), % at 12.5 µM;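 active means mean replicate activation score at least 90 and every replicate individually at or above 90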;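 further: higher luciferase means less miR-122 activity so hits act as miR-122 inhibitors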
CFTR F508del cor = correctors of CFTR F508del function in bronchial epithelial cells; CFBE cells, YFP halide quenching; stimulated with forskolin plus potentiator P3; % fluorescence drop versus neutral controls; actives 0.36% (n = 350,000); activity (quench increase), % at 7.58 µM;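 active means mean added fluorescence quench of at least 8% versus neutral control, with both replicates also reaching 8%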;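 further: cells transiently co-express mutant CFTR-F508del with the halide-sensitive YFP; corrector assay measuring rescue of mutant channel to the surface after 24 h compound exposure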
DENV2 CPE rescue = protects cells from dengue virus 2 cytopathic effect | DENV2-infected cells, cytopathic effect rescue, plate reader | CPE inhibition, % at 9.99 µM | actives 1.7% (n = 350,000) | AID 651640; in the data active means CPE inhibition above about 20%, passing the limit was not always enough; tested in BHK-21 cells;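 further: 0% = median of neutral control wells and 100% = median of positive control wells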
ERp5 inh = blocks human ERp5 reductase activity on insulin; ERp5 insulin aggregation, absorbance 650 nm, 90 min; inhibition, % at 9.99 µM; actives 0.05% (n = 350,000); AID 651711;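 active means mean replicate inhibition above about 25%, with every replicate also reaching it, limit read from the data, passing the limit was not always enough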
SIRT5 inh = inhibitors of human sirtuin-5 desuccinylase. actives 1.1% (n = 330,000). inhibition, % at 15 µM. Q9NXA8. Purified SirT5, succinyl-peptide AMC, trypsin-coupled fluorescence. AID 652115; in the data active means inhibition above about 15%
Active calls of the source: *; x = no result given; & = joins results of further samples; [ ] = remark or other dose.

cpd	mol	ERAP1 HTS inh	Casp6 inh	miR-122 sensor	CFTR F508del cor	DENV2 CPE rescue	ERp5 inh	SIRT5 inh
1	N#Cc1c(C(F)(F)F)cc(-c2cccs2)nc1SC(C(=O)O)c1ccccc1 (stereo not drawn)	-63	4	2	-0.9	-1	0	2
2	COc1ccc(NC(=S)N2CCN(CCN3C(=O)c4cccc5cccc(c45)C3=O)CC2)cc1	0	-5	1	0.5	6	2	-2
3	CC(O)CO (stereo not drawn)	2	-2	-5	-0.4	-7	3	x
4	Cc1cccc(C)c1N1C(=O)c2ccccc2NC(=O)C1C(=O)NCC(C)C (stereo not drawn)	0	-1	x	-3.4	-8	-1	-1
5	COc1ccc(S(=O)(=O)Nc2ccc3c(c2)C(=O)N([C@H](C)CO)C[C@H](C)[C@@H](CN(C)S(=O)(=O)c2ccc(OC)cc2)OCCCC[C@H](C)O3)cc1	x	x	-13[16.7 µM]	3.5	8	x	x
6	C=C1CCC(C)C(C)(CCC2=CCOC2=O)C/C=C\C=C/1C(=O)O (stereo not drawn)	5	19	-18	-2.8	-4	8	0
7	O=C(CSc1nnc2ccccn12)c1ccccc1	9	0	-2	-2.4	6	-5	-1
8	O=C(C[C@@H]1CC[C@@H](NC(=O)C2CCOCC2)[C@H](CO)O1)Nc1ccc(-c2ccccc2)cc1	-1	-1	x	-2.7	-1	-2	1
9	COc1cc(-c2cn[nH]c2N)cc(OC)c1OC	0	0	-2	-0.9	3	-4	0
10	O=c1ccn([C@@H]2O[C@H](CNCc3cccn3-c3nccs3)[C@@H](O)[C@H]2O)c(=O)[nH]1	-6	2	-3	-2.1	5	-1	1
11	O=C(COc1ccc(Br)cc1)Nc1ccccc1C(=O)N1CCOCC1	-2	0	-5	-3.4	2	6	-5
12	CN(C(=O)c1cccc(NC(=O)Cc2cccc(NC(=O)C3CCN(C(=O)c4ccccc4)CC3)c2)c1)C1CCCC1	0	2	-1	-1.5	17	-6	-6
13	CN(CC(=O)Nc1cccc(F)c1)C(=O)c1sccc1-c1ccccc1	-1	4	0	-1.9	8	1	-2
14	COc1cccc(NC(=O)c2ccc(N3C(=O)C4CC=C(C)CC4C3=O)cc2)c1 (stereo not drawn)	-6	2	5	2.2	5	1	-2
15	CO[C@H]1CN(C)C(=O)c2cc(NS(=O)(=O)c3cccc(Cl)c3)ccc2OC[C@H](C)NC[C@@H]1C	-1	2	51[16.7 µM]	1.1	3	8	-4
16	NC(=O)C1CCN(C(=O)CSc2ccsc2[N+](=O)[O-])CC1	1	7	x	1.2	-2	3	-2
17	Cc1noc(C)c1NC(=O)Nc1ccc2c(c1)C(=O)N([C@H](C)CO)C[C@H](C)[C@H](CN(C)Cc1ccc(-c3ccccc3)cc1)O2	-3	0	-10[16.7 µM]	-0.9	5	3	1
18	CCOC(=O)c1c(CN(C)C)n(C)c2c(O)c(N=NC(N)=O)c3ccc(Br)cc3c12	6	17	x	-2.3	-1	-1	-6
19	OCCCNc1nc(-c2ccccc2)c2cc(Cl)ccc2n1	-20	5	-2	-2.3	-3	1	-6
20	CCCC(=O)Nc1ccc2c(c1)OC[C@@H](C)NC[C@H](C)[C@@H](OC)CN(C)C2=O	x	x	x	-1.4	12	0	-4
21	C[C@@H]1CN([C@@H](C)CO)C(=O)c2cccc(NS(=O)(=O)c3ccc(Cl)cc3)c2O[C@H]1CN(C)Cc1ccc(-c2ccccc2)cc1	2	x	-5[16.7 µM]	0.4	2	19	5
22	C/C=C/c1ccc([C@H]2[C@@H](CO)N[C@@H]2CNC(=O)C2CCCCC2)cc1	-1	-2	x	0.6	-1	2	0
23	Cc1noc(C)c1NC(=O)Nc1ccc2c(c1)C(=O)N([C@@H](C)CO)C[C@@H](C)[C@@H](CN(C)Cc1ccc3c(c1)OCO3)O2	4&0	3&1	-5[16.7 µM]	-1.5&2.7	1&13	3&-6	-3&0
24	O=C(Nc1nnc(-c2ccncc2)o1)C1CCCCC1	1	0	x	x	-3	0	-1
25	COc1ccc2c(-c3cc4ccc(OCc5ccc(F)cc5)cc4oc3=O)cc(=O)oc2c1	-1	1	x	x	0	4	-1

(listing goes on)
cpd	mol	ERAP1 HTS inh	Casp6 inh	miR-122 sensor	CFTR F508del cor	DENV2 CPE rescue	ERp5 inh	SIRT5 inh
26	CN1OC[C@@H]2CN(Cc3cc(Cl)cc(Cl)c3)[C@H](c3cccc(-c4ccccc4)c3)C[C@@H]21	0	6	7	2.1	-1	1	1
27	COC(=O)c1ccc(Oc2coc3cc(OCc4ccc([N+](=O)[O-])cc4)ccc3c2=O)cc1	-1	-2	x	x	1	5	-2
28	CO[C@H]1CN(C)C(=O)c2cc(NC(=O)Nc3ccccc3F)ccc2OC[C@@H](C)N(Cc2ccccc2C(=O)O)C[C@H]1C	1	17	x	3.7	3	-2	x
29	CC(Sc1nnc(-c2ccco2)n1C)C(=O)N(C)C1CCCCC1 (stereo not drawn)	2	-71	-10	1.2	-2	-4	-5
30	COc1ccc(OC)c(/C=N/Nc2nc(C)cc(=O)[nH]2)c1	1	1	x	0.8	10	5	-2
31	CO[C@H]1CN(C)C(=O)c2ccc(NC(C)=O)cc2OC[C@@H](C)N(C(=O)Cc2cccnc2)C[C@@H]1C	-4	0	x	2.1	-8	-1	4
32	COc1ccc(C(=O)N/N=C/c2c(C)nn(-c3ccccc3)c2OC)cc1	-2	1	x	-0.7	1	0	3
33	Cc1cc(-c2ccc(NC(=O)[C@@H]3CCCC[C@@H]3C(=O)O)c(C)c2)ccc1NC(=O)[C@@H]1CCCC[C@@H]1C(=O)O	-1	2	x	-1.5	7	9	-1
34	Cc1ccc(C)c(N2CCN(C(=O)c3ccc(Cn4c(=S)[nH]c5ccc(N6CCOCC6)cc5c4=O)cc3)CC2)c1	0	1	x	-2.3	0	-6	-3
35	O=C(c1ccccc1F)N1C[C@@H]2[C@H](c3ccccc31)[C@H](CO)N2C(=O)C1CCCC1	1	-3	14[16.7 µM]	1.4	-10	-1	6
36	CCOC(=O)CC(=O)CSc1nc2c(sc(=S)n2-c2ccc(C)c(C)c2)c(=O)[nH]1	-5	8	-4	-4.4	3	-2	0
37	COC(=O)C1CCN(C(=O)c2ccc(OC3CCN(Cc4ccccn4)CC3)cc2)CC1	5	-1	x	x	-3	-2	0
38	O=C(COc1ccc(/C=N/NC(=O)c2ccncc2)cc1)Nc1cccc([N+](=O)[O-])c1	-1	0	x	1.6	-2	3	1
39	Cc1cccc(NS(=O)(=O)c2ccc(C(=O)N3CCC3)cc2)c1C	-5	15	0	0.2	4	-5	-1
40	CC(C)(C)OC(=O)N1CCC2(CC1)C(C#N)=C(N)OC1=C2C(=O)CCC1	-4	2	8	2.5	3	4	1
41	CCOC(=O)c1[nH]c2ccccc2c1NC(=O)c1ccc(S(=O)(=O)N(C)C)cc1	3	1	3	-0.1	16	0	-1
42	COc1cccc(CCNC(=O)C2CCC(=O)N(Cc3cccc(OC)c3)C2)c1 (stereo not drawn)	-3	5	6	4.3	-1	0	2
43	O=C1CN(C(=O)c2ccccc2)C(c2ccccc2)c2cc(F)ccc2N1 (stereo not drawn)	-1	3	-4	2.3	-2	8	-4
44	NC(=O)COc1ccc(-n2cnnn2)cc1	2	27	11	1.3	-3	4	2
45	CCC(=O)Nc1ccc2c(c1)OC[C@@H](C)N(CCc1ccccc1)C[C@@H](C)[C@@H](OC)CN(C)C2=O	x	x	x	0.4	8	22	2
46	O=C(O)c1ccc(/C=N/NC(=O)C2CC2(c2ccccc2)c2ccccc2)cc1 (stereo not drawn)	5	3	x	1.2	-2	-6	1
47	CCCNC(=O)c1c(CSc2ccc(Cl)cc2)noc1C(=O)NCc1ccccc1	0	0	0	-1.5	-4	2	1
48	COC(=O)c1cnc(Nc2nc(C(N)Cc3ccc(OC)cc3)cs2)nc1C(F)(F)F (stereo not drawn)	8	0	-3	-0.2	18	5	1
49	COC(=O)CCCC(=O)N1CCC(n2nccc2NC(=O)CCOc2ccccc2)CC1	6	1	1	-4.4	4	3	-2
50	CC(=O)Nc1ccc(OCc2cccc3ccccc23)cc1	0	1	5	-0.2	9	7	-8

Part of the list above in another layout.
37) COC(=O)C1CCN(C(=O)c2ccc(OC3CCN(Cc4ccccn4)CC3)cc2)CC1
38) O=C(COc1ccc(/C=N/NC(=O)c2ccncc2)cc1)Nc1cccc([N+](=O)[O-])c1
39) Cc1cccc(NS(=O)(=O)c2ccc(C(=O)N3CCC3)cc2)c1C
40) CC(C)(C)OC(=O)N1CCC2(CC1)C(C#N)=C(N)OC1=C2C(=O)CCC1
41) CCOC(=O)c1[nH]c2ccccc2c1NC(=O)c1ccc(S(=O)(=O)N(C)C)cc1
screen / no.,37,38,39,40,41
ERAP1 HTS inh,5,-1,-5,-4,3
Casp6 inh,-1,0,15,2,1
miR-122 sensor,x,x,0,8,3
CFTR F508del cor,x,1.6,0.2,2.5,-0.1
DENV2 CPE rescue,-3,-2,4,3,16
ERp5 inh,-2,3,-5,4,0
SIRT5 inh,0,1,-1,1,-1

Continuation.
cpd	mol	ERAP1 HTS inh	Casp6 inh	miR-122 sensor	CFTR F508del cor	DENV2 CPE rescue	ERp5 inh	SIRT5 inh
51	CCC(C)(C)NC(=O)C(c1ccc(C)cc1)N(CC1CCCO1)C(=O)CCC(=O)Nc1ccccn1 (stereo not drawn)	1	-4	-8	0.2	3	0	1
52	Cc1cc(C(=O)N/N=C/c2ccc(Br)o2)n[nH]1	3	16	-1	1.2	6	-1	2
53	CCC(=O)N1C[C@H](C)[C@@H](OC)CN(C)C(=O)c2ccc(NC(=O)COC)cc2OC[C@@H]1C	1	-1	x	1.6	-1	0	1
54	O=C(CNS(=O)(=O)c1cccc(Br)c1)NCCCc1ccccc1	1	1	x	2.8	-3	1	2
55	O=C(C[C@H]1C=C[C@@H](NC(=O)Cc2ccccn2)[C@H](CO)O1)NCCCN1CCOCC1	1	-1	x	1.4	7	0	-2
56	COc1cccc(NC(=O)C[C@@H]2CC[C@@H]3[C@@H](COc4ccc(NC(=O)C5CCCCC5)cc4C(=O)N3C)O2)c1	-3	-1	-5[16.7 µM]	-0.3	4	-4	x
57	CN(CCO)c1ncnc2c1sc1nc(N3CCOCC3)c3c(c12)CCC3	x	1	x	2.2	1	3	-5
58	O=[N+]([O-])c1cccc(/C=C/C=N/Nc2nc(N3CCCCC3)nc(N3CCCCC3)n2)c1	-2	0	x	-4.6	6	7	-3
59	COc1ccc(CCN2CC(C(=O)OC(C)C(=O)Nc3cccc(Cl)c3)CC2=O)cc1OC (stereo not drawn)	-1	-1	3	1.0	-6	4	-7
60	O=C(C[C@H]1C[C@H]2c3cc(NC(=O)Nc4ccccc4F)ccc3O[C@H]2[C@@H](CO)O1)NCc1cc(F)ccc1F	0	2	32[16.7 µM]	-0.3	-3	0	-3
61	COc1ccc(NC(=O)N(C)C[C@@H]2OCCCC[C@H](C)Oc3ccc(NC(=O)Nc4ccccc4)cc3C(=O)N([C@@H](C)CO)C[C@@H]2C)cc1	2	3	4[16.7 µM]	-1.9	-12	-3	10
62	Cc1ccccc1Nc1c(C)c(C)nc2ncnn12	1	-2	-1	3.3	-4	3	-1
63	COCCCN=Cc1c(C)[nH]n(-c2ccc(Br)cc2Br)c1=O	1	4	-2	-2.2	-1	-3	-1
64	O=S(=O)(NCc1ccc(F)cc1)c1ccc(-c2cnc(C3CC3)o2)cc1	-3	5	16	0.6	-3	x	-7
65	O=c1[nH]nc(Cc2ccc([N+](=O)[O-])cc2)c2ccccc12	2	0	0	-1.9	1	2	-7
66	CCS(=O)(=O)N[C@@H]1CC[C@H](CC(=O)NC2Cc3ccccc3C2)O[C@H]1CO	-1	0	12[16.7 µM]	1.7	6	-5	1
67	CC(C#N)(Cc1ccccc1)Nc1ccccc1 (stereo not drawn)	-4	1	x	1.3	3	6	-3
68	O=c1c2ccccc2oc2cc(NCCCN3CCOCC3)ccc12	x	-1	-2	1.3	-15	4	x
69	C(=NNC1=NCCN1)c1ccnc2ccccc12	-2	-3	x	-1.1	8	-2	0
70	O=C(O)c1ccc(/C=C/c2ccc3cccc(O)c3n2)cc1	5	9	7	-2.9	5	-5	4
71	Clc1ccc(OCc2nc(-c3ccc(Br)o3)no2)cc1	x	0	0	-0.3	4	2	x
72	Cc1cc(-c2ccc(C)c(S(=O)(=O)NCc3ccc(Br)cc3)c2)on1	2	-1	x	0.8	-2	9	-1
73	c1ccc(CNc2nc3ccccc3n3cnnc23)nc1	4	-7	-2	4.7	-2	-12	0
74	CC(C)CN1CCN(Cc2cccn2-c2ccc(Cl)cn2)CC1CCO (stereo not drawn)	0	3	x	1.1	5	2	-7

Assay outcomes from PubChem BioAssay.

Compounds were not picked by outcome; about 4% have a hit in one of these screens.
